# Rab7 wt GTP bind: modulators of GTP binding to Rab7, primary screen, biochemical, wildtype, multiplex bead flow cytometry. GTP binding activity (percent of control), % at 10 µM. Rab7 GTPase wild type (dog), Bodipy-FL-GTP binding. hit rate 0.055% among 190,000. GST-Rab7 beads, fluorescent GTP binding; actives lie on both sides; untreated = 100%, excess cold GTP = 0%;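 active = fluorescent GTP binding to Rab7 beads changed by at least 20 points from the 100% baseline, either direction, mostly lower; inconclusive = compound itself probably fluorescent, or too few beads counted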;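 note: median green fluorescence of bound Bodipy-FL-GTP per Rab7 bead population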
# GSH bead fluor: compound fluorescence on glutathione beads, profiling panel, artefact control, biophysical, 488/530 nm, flow cytometry; GSH beads flow cytometry, compound fluorescence 488/530 nm; active compounds read high; fluorescence (KMESF) at 10 µM; hit rate 0.25% among 190,000; AID 1776, 2009; in the data active = fluorescence above about 89;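 note: glutathione beads carrying GST-tagged Bcl family fusion proteins plus one bare bead set; values are compound well signal with DMSO vehicle wells as background; inactives centre near 16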
# Rab2 wt GTP: modulators of GTP binding to Rab2A wildtype, primary screen, biochemical, dog, bead-based flow cytometry, multiplex. Ras-related protein Rab-2A (Canis lupus familiaris), P61105. AID 760, 2007. GST-Rab2 wt beads, Bodipy-GTP binding. GTP binding activity, % at 10 µM. hit rate 0.19% among 190,000;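 active = GTP binding activity at least 20 points away from 100%, either lowered or raised; inconclusive = signal likely due to the compound's own green fluorescence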;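 note: 0% = beads with excess unlabeled GTP and 100% = no-compound control corrected for plate trend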
# ABCB1 block: ABCB1 efflux pump inhibitors, primary screen, cell-based, multiplex, flow cytometry, ABCG2 counter-screen. CCRF-Adr cells, JC-1 efflux. AID 1326, 2008. hit rate 0.067% among 190,000. ATP-dependent translocase ABCB1 (Homo sapiens), P08183. inhibition, % at 6.6 µM; in the data active = inhibition above about 40%;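 note: 0% = vehicle and 100% = reference inhibitor; higher value means more JC-1 retained so stronger ABCB1 efflux block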
# Rac1 wt GTP bind: wildtype Rac1 GTP binding modulators, primary screen, biochemical, GST-Rac1 beads, flow cytometry, multiplex. GTP binding activity (% of control), % at 10 µM. hit rate 0.27% among 190,000. fluorescent GTP binding; actives lie on both sides; 0 = cold GTP competed, 100 = untreated. Ras-related C3 botulinum toxin substrate 1 (Homo sapiens), P63000. AID 757, 2007;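 active = GTP binding activity at least 20 points away from the 100% control level, either lower or higher; inconclusive = compound flagged as likely green fluorescent, judged across all proteins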
# Rac1 act GTP bind: GTP binding modulators of activated mutant Rac1, primary screen, biochemical, bead-based flow cytometry, multiplex, fluorescent GTP. Ras-related C3 botulinum toxin substrate 1 (Homo sapiens), P63000. GST-Rac1 activated beads; actives lie on both sides; 100% means binding = to untreated wells. percent activity (GTP binding), % at 10 µM. hit rate 0.11% among 190,000;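 active = GTP binding at least 20 percentage points away from the 100% baseline, in either direction, so actives lie on both sides; inconclusive = Compound likely fluorescent itself, or too few beads counted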
# ABCG2 inh: ABCG2 efflux pump inhibitors, primary screen, multiplex with ABCB1, IgMXP3 cells, flow cytometry; inhibition, % at 6.6 µM; hit rate 0.1% among 190,000; AID 1325, 2008; JC-1 efflux;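 active = inhibition above 80%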;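 note: 0% = DMSO and 100% = nicardipine control wells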
# Target sequence (Q9UNQ0 whole entry, looked up): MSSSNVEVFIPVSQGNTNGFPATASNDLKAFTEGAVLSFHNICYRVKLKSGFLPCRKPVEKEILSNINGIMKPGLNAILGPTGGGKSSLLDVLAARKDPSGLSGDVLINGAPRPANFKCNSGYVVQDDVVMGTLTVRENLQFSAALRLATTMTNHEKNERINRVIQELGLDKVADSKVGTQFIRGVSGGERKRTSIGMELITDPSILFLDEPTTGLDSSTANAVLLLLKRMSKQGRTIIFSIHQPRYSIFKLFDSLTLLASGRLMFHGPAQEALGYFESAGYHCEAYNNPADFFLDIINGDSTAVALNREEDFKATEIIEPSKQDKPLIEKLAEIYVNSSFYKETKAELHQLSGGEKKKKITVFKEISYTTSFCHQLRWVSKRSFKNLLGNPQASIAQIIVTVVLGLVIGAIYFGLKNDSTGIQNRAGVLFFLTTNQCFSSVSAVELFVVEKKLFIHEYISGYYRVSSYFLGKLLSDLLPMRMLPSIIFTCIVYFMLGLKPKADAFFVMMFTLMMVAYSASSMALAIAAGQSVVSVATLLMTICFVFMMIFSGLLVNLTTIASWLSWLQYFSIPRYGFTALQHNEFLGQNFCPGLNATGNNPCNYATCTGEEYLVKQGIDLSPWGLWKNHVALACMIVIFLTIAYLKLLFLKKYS
#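 test system = two drug-resistant human cell lines, ABCG2 and ABCB1 | amount = 3 million cells/mL final, two lines in 1:1 ratio | reagent = JC-1 transporter substrate | doses = one concentration, 6.6 µM final | incubation = 10 min at 25 °C | signal = flow cytometric JC-1 green MFI at 530 nm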
# Pf gamet viab: late stage P. falciparum gametocyte viability inhibitors, primary screen, ATP luminescence, HTS. P. falciparum stage V gametocytes, 24 h. inhibition, % at 10.9 µM. hit rate 0.065% among 150,000;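 active = inhibition above the mean plus 3 SD of compounds within the control limits, set per campaign, cut at about 38% in these data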;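 note: 0% = DMSO wells and 100% = medium only without gametocytes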
# HRas wt GTP: modulators of GTP binding to HRas wildtype, primary screen, biochemical, bead-based flow cytometry, multiplex | GTPase HRas (Homo sapiens), P01112 | GST-Ras wt beads, Bodipy-FL-GTP binding; actives lie on both sides | GTP binding activity, % at 10 µM | hit rate 0.14% among 190,000;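 active = GTP binding activity at least 20% away from the 100% baseline, either lowered as inhibitor or raised as activator; inconclusive = flagged as likely green fluorescent, judged across all proteins in the well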;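 note: 0% = unlabeled GTP competition control and 100% = no-compound control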
# Target sequence (P01112 whole entry, looked up): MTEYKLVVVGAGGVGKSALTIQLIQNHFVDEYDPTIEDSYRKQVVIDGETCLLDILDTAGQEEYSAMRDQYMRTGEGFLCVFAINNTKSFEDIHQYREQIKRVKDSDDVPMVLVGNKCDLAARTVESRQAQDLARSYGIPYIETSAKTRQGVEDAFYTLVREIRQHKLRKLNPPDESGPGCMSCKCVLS
# Cdc42 wt GTP: modulators of GTP binding to wildtype Cdc42, primary screen, biochemical, multiplex bead flow cytometry, Bodipy-GTP; Cell division control protein 42 homolog (Homo sapiens), P60953; AID 761, 2007; percent activity (GTP binding), % at 10 µM; GST-Cdc42 beads; actives lie on both sides; hit rate 0.2% among 190,000;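 active = percent activity GTP binding at least 20 points away from the 100% baseline, either down as inhibitor or up as activator; inconclusive = compound flagged as likely green fluorescent from well-wide comparison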;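 note: median bead fluorescence of bound Bodipy-FL-GTP at 100 nM; 0% = excess unlabeled GTP control and 100% = no compound control; below 100% means less GTP binding so inhibitor and above means activator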
# Target sequence (P60953 whole entry, looked up): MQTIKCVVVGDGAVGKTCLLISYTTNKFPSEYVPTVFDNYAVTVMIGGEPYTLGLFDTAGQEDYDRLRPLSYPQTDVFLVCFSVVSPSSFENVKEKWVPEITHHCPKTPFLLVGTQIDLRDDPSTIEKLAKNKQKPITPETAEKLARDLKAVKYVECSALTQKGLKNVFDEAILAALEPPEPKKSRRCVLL
# Avidin fluor: green autofluorescence of compounds with avidin beads – biophysical, 488/530 nm, flow cytometry, artefact control, profiling panel; compound fluorescence 488/530 nm; active compounds read high; fluorescence (KMESF) at 10 µM; hit rate 0.38% among 220,000; in the data active = fluorescence above about 47; note: inactives centre near 10
# Active calls of the source: *; ? = inconclusive; / = no result given.
nr	molecule	Rab7 wt GTP bind	Pf gamet viab	GSH bead fluor	Rab2 wt GTP	ABCB1 block	ABCG2 inh	HRas wt GTP	Rac1 act GTP bind	Avidin fluor	Rac1 wt GTP bind	Cdc42 wt GTP
1	Cn1cnc2cc(NS(=O)(=O)c3ccc(Br)cc3)ccc21	98.0	-12.6	10	97.0	0.8	4.2	100.0	98.0	7	102.0	101.0
2	Cc1ccc(COCC(CC(C)C)N2CCN(C(=O)c3cccc(C(F)(F)F)c3)CCC2=O)cc1 (stereo not given)	102.0	/	18	100.0	1.1	1.8	104.0	99.0	11	107.0	101.0
3	COc1cc(-c2nnc(SCC(=O)Nc3cc(C)on3)n2C)cc(OC)c1O	96.0	/	23	95.0	0.4	1.5	97.0	96.0	11	96.0	97.0
4	CCOC(=O)C(C)Sc1ncc(-c2ccccc2)cn1 (stereo not given)	103.0	3.4	16	100.0	0.0	1.7	101.0	104.0	14	106.0	109.0
5	O=C(C1=NN[C@@H]2C(=O)N(c3cccc(F)c3)C(=O)[C@H]12)C(c1ccccc1)c1ccccc1	99.0	/	15	96.0	0.2	0.7	97.0	97.0	23	99.0	97.0
6	O=S(=O)(NCC1CCCO1)c1cc(Cl)ccc1Cl (stereo not given)	102.0	7.8	25	102.0	1.2	-0.3	102.0	100.0	13	105.0	102.0
7	FC(F)(F)COc1nc(N2CCOCC2)nc(N(c2ccccc2)c2ccccc2)n1	103.0	/	14	102.0	1.0	3.2	101.0	99.0	4	107.0	102.0
8	CCN(CC)C(=O)CN(c1cccc(C(F)(F)F)c1)S(C)(=O)=O	101.0	8.4	23	104.0	0.7	1.4	102.0	97.0	32	101.0	97.0
9	Cc1ccc(Oc2ccc(Cl)cc2NC(=O)c2cnccn2)cc1	99.0	/	18	99.0	0.6	2.4	101.0	101.0	37	104.0	102.0
10	COc1cccc(C(=O)c2c[nH]c(C(=O)NCc3ccco3)c2)c1	102.0	-9.9	39	100.0	0.2	1.4	101.0	100.0	5	106.0	99.0
11	Cc1ccccc1N1CCN(Cc2cccc(C(=O)O)c2)CC1	100.0	-3.8	27	101.0	1.4	11.8	100.0	100.0	12	104.0	103.0
12	CCc1nnc(NC(=O)CSc2nnc(C)n2CC2CCCO2)s1 (stereo not given)	101.0	3.0	31	100.0	-0.2	-0.7	98.0	97.0	6	99.0	101.0
13	Cc1[nH]c2ccccc2c1/C=N/Nc1nncn1N	94.0	36.0	13	98.0	0.1	-0.7	97.0	97.0	10	96.0	96.0
14	CC(=O)N(C)c1ccc(NC(=S)Nc2ccccc2)cc1	102.0	/	16	99.0	0.2	0.6	99.0	100.0	9	103.0	102.0
15	O=C1CC(Sc2nnnn2-c2ccccc2)C(=O)N1c1cccc(Cl)c1 (stereo not given)	95.0	/	31	95.0	0.7	1.6	98.0	94.0	11	95.0	99.0
16	O=C(NCc1ccccc1)C1COc2ccccc2O1 (stereo not given)	97.0	/	29	100.0	1.9	9.6	101.0	100.0	3	106.0	101.0
17	CC(OC(=O)c1cc2sccc2n1C)C(=O)NCc1ccc(F)cc1 (stereo not given)	101.0	/	33	103.0	0.5	1.9	103.0	99.0	7	106.0	104.0
18	CCOCC(=O)Nc1nnc(Cc2ccc(OC)cc2)s1	104.0	/	14	100.0	0.0	-0.3	103.0	99.0	5	108.0	103.0
19	O=C1CCCC2=C1C(c1ccsc1)CC(=O)N2c1ccccc1F (stereo not given)	99.0	9.0	10	97.0	0.9	1.4	97.0	98.0	25	99.0	99.0
20	COc1ccc2nc(Nc3nc(CSc4nnnn4-c4ccccc4)cc(=O)[nH]3)nc(C)c2c1	100.0	10.6	33	100.0	0.3	16.0	100.0	98.0	95*	107.0	102.0
21	CCCCOc1ccc(N=Cc2cccs2)cc1	101.0	-14.6	6	96.0	1.3	7.9	96.0	97.0	1	103.0	101.0
22	Cc1cc2c(cc1C)/C(=C\C(N)=O)NC(C)(C)C2	101.0	-0.4	75	99.0	0.3	0.4	104.0	98.0	11	105.0	101.0
23	COc1ccc(NC(=O)CSc2nc(N)c3cc4c(nc3n2)CCCC4)c(OC)c1	99.0	/	19	102.0	0.5	2.0	102.0	101.0	8	103.0	103.0
24	CN(C(=O)c1coc(=O)c2ccccc12)c1ccccc1Cl	93.0	4.8	10	98.0	0.6	8.1	96.0	96.0	10	99.0	99.0
25	O=C(c1ccc2c(c1)OCCO2)N1CCN(Cc2ccccc2)CC1	98.0	/	12	97.0	0.6	2.7	99.0	95.0	35	97.0	99.0
26	CC(C)Cn1c(=O)c2ccccc2n2c(SCC(=O)N3c4ccccc4CC3C)nnc12 (stereo not given)	96.0	/	9	97.0	/	0.7	98.0	96.0	14	98.0	101.0
27	O=C(O)COc1ccccc1/C=N/Nc1ccc(S(=O)(=O)Nc2ccc(Cl)cc2)cc1[N+](=O)[O-]	94.0	13.3	14	84.0	-2.2	-6.1	87.0	80.0	10	84.0	79.0*
28	CCN1C(=O)CC(N2CCN(c3ccc(Cl)cc3)CC2)C1=O (stereo not given)	101.0	9.0	34	100.0	-0.2	-7.9	101.0	100.0	12	102.0	98.0
29	CCOC(=O)c1oc2c(O)c(O)ccc2c(=O)c1-c1nncn1-c1ccccc1	96.0	-4.8	34	98.0	-1.5	-5.2	99.0	97.0	15	101.0	101.0
30	CC(C)(C)C(=O)COC(=O)c1cc(-c2ccncc2)nc2ccccc12	97.0	15.2	14	98.0	0.2	3.2	97.0	95.0	10	98.0	97.0
31	CCCCC(CC)C(=O)Nc1ccc(Cl)cn1 (stereo not given)	102.0	12.2	29	101.0	0.7	1.9	102.0	101.0	16	105.0	103.0
32	CCCc1cc(=O)oc2cc(OCC(=O)Nc3ccc4c(c3)OCCO4)ccc12	100.0	/	26	95.0	0.1	-0.3	96.0	97.0	39	100.0	96.0
33	COc1ccc([N+](=O)[O-])cc1N(CC(=O)N1CCCCC1)S(C)(=O)=O	105.0	/	18	98.0	1.2	6.5	97.0	95.0	7	96.0	100.0
34	CN(CCN1CCOCC1)Cc1nc(-c2cccs2)no1	103.0	1.4	9	98.0	0.9	2.3	98.0	94.0	2	96.0	94.0
35	O=C(c1cccnc1)c1cccnc1	97.0	17.1	6	99.0	1.0	3.4	101.0	101.0	3	105.0	100.0
36	O=C(Nc1ccccn1)c1cccc(S(=O)(=O)N2CCOCC2)c1	104.0	-8.4	19	106.0	0.8	2.8	106.0	101.0	33	107.0	105.0
37	COCN(C#N)c1nc(OC)nc(OC)n1	89.0	21.1	9	97.0	0.0	-0.6	97.0	98.0	11	101.0	98.0
38	CC(C)N(c1ccccc1)c1ccc(NC(=S)NCCN(C)C)cc1	102.0	-51.2	18	100.0	1.2	2.5	98.0	98.0	10	100.0	99.0
39	O=C(Nc1cccc(S(=O)(=O)N2CCCC2)c1)c1ccc2ccccc2n1	?	23.2	16	?	2.5	16.6	?	?	9	?	?
40	O=C(CN(C(=O)CCC(=O)Nc1nccs1)c1ccc(F)cc1)NCC1CCCO1 (stereo not given)	98.0	-35.7	38	98.0	0.7	5.0	99.0	96.0	25	98.0	99.0
41	O=C(NC1CC1)C1=C[C@@H](c2csc3ccccc23)C[C@@H](OCc2ccc(CO)cc2)O1	101.0	/	16	95.0	2.8	10.5	97.0	96.0	5	100.0	96.0
42	CC(=O)C1=C(C)N(c2ccccc2)C(=O)C1(NS(=O)(=O)c1ccc(N)cc1)C(F)(F)F (stereo not given)	95.0	-0.8	15	98.0	2.0	10.5	95.0	95.0	11	97.0	98.0
43	CCOC(=O)C(Cc1c[nH]c2ccccc12)NC(=O)c1ccco1 (stereo not given)	94.0	/	21	99.0	0.3	0.7	96.0	99.0	3	98.0	97.0
44	CCN1CCN(c2oc(COc3ccc(-c4ccccc4)cc3)nc2C#N)CC1	?	/	16	?	0.7	1.2	?	?	25	?	?
45	Cc1cc2nc(CN(C)Cc3c(C(=O)N(C)C)nc4ccc(Cl)cn34)[nH]c2cc1C	95.0	-15.0	12	95.0	0.1	1.4	93.0	90.0	10	93.0	94.0
46	COc1ccc(C(=O)N/N=C(\c2ccccc2)c2ccccn2)cc1	97.0	13.2	3	94.0	1.7	41.6	96.0	97.0	9	102.0	104.0
47	COC(=O)C1=C(C)N(C)C(=O)NC1c1cc(Cl)c(O)c(OC)c1 (stereo not given)	96.0	/	40	98.0	0.5	2.2	99.0	98.0	7	102.0	101.0
48	Cc1ccccc1OCC(=O)Nc1ccc2c(c1)C(=O)c1ccccc1C2=O	92.0	19.0	12	85.0	-0.4	-2.2	89.0	89.0	9	87.0	86.0
49	COC(=O)CSC(=S)N1C(C)CCCC1C (stereo not given)	104.0	-4.0	17	103.0	0.5	1.3	95.0	95.0	7	99.0	97.0
50	CCc1ccc(/C=N/NC(=O)c2cc(C3CC3)nc3ccccc23)s1	101.0	/	37	101.0	1.3	54.3	103.0	96.0	13	103.0	102.0
51	CCCCN(CC)C(=S)Nc1ccc2nc3n(c(=O)c2c1)CCCCC3	99.0	1.3	4	101.0	0.3	-4.6	101.0	99.0	15	104.0	102.0
52	NC(=O)CSc1nnc(C2CC2)n1Cc1ccccc1	101.0	/	24	103.0	1.2	-3.5	101.0	101.0	35	108.0	101.0
53	Cc1cc(C)n2c(SCc3ccc(C#N)cc3)nnc2n1	100.0	8.4	16	98.0	0.4	0.5	98.0	97.0	9	99.0	97.0

# Screen by screen, as entered above:
# Nos. 47–53 in Cdc42 wt GTP: 101.0, 86.0, 97.0, 102.0, 102.0, 101.0, 97.0
# Nos. 47–53 in HRas wt GTP: 99.0, 89.0, 95.0, 103.0, 101.0, 101.0, 98.0

# Screening data: PubChem BioAssay, several laboratories

# Compounds were not picked by outcome; any-hit rate near 1.1%.
